GLS inh – blocks human kidney-isoform glutaminase activity; O94925; GLS enzymatic activity, qHTS titration; Potency, µM (doses to about 45.5 µM), for inactives: at the highest dose activity change, negative = inhibition, most hits filed as inhibitors; 410,000 tested, 0.21% active; AID 624170; note: potency is the fitted concentration of half-maximal effect; % is set by controls: 0 for no effect and ±100 for the full control effect
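hKGA; 45 mM KH2PO4 pH 8.2 + 0.02% Tween-20; cpd via pin tool; 1 mM Gln soln; GluOx/HRP/Amplex Red; RT 30 min; fluor. t0 & final.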
BAZ2B inh – BAZ2B (human) inhibition; AlphaScreen BAZ2B-H3K14Ac peptide displacement; Potency, µM (doses to about 114 µM), for inactives: at the top dose activity change, negative = inhibition, usual class: inhibitors; Q9UIF8; 360,000 tested, 4.4% active; note: potency is the fitted concentration of half-maximal effect; % is set by controls: 0 for no effect and ±100 for the full control effect; nearly all actives have a fitted effect of over 60% in size
Target sequence (Q9UIF8 whole entry, looked up): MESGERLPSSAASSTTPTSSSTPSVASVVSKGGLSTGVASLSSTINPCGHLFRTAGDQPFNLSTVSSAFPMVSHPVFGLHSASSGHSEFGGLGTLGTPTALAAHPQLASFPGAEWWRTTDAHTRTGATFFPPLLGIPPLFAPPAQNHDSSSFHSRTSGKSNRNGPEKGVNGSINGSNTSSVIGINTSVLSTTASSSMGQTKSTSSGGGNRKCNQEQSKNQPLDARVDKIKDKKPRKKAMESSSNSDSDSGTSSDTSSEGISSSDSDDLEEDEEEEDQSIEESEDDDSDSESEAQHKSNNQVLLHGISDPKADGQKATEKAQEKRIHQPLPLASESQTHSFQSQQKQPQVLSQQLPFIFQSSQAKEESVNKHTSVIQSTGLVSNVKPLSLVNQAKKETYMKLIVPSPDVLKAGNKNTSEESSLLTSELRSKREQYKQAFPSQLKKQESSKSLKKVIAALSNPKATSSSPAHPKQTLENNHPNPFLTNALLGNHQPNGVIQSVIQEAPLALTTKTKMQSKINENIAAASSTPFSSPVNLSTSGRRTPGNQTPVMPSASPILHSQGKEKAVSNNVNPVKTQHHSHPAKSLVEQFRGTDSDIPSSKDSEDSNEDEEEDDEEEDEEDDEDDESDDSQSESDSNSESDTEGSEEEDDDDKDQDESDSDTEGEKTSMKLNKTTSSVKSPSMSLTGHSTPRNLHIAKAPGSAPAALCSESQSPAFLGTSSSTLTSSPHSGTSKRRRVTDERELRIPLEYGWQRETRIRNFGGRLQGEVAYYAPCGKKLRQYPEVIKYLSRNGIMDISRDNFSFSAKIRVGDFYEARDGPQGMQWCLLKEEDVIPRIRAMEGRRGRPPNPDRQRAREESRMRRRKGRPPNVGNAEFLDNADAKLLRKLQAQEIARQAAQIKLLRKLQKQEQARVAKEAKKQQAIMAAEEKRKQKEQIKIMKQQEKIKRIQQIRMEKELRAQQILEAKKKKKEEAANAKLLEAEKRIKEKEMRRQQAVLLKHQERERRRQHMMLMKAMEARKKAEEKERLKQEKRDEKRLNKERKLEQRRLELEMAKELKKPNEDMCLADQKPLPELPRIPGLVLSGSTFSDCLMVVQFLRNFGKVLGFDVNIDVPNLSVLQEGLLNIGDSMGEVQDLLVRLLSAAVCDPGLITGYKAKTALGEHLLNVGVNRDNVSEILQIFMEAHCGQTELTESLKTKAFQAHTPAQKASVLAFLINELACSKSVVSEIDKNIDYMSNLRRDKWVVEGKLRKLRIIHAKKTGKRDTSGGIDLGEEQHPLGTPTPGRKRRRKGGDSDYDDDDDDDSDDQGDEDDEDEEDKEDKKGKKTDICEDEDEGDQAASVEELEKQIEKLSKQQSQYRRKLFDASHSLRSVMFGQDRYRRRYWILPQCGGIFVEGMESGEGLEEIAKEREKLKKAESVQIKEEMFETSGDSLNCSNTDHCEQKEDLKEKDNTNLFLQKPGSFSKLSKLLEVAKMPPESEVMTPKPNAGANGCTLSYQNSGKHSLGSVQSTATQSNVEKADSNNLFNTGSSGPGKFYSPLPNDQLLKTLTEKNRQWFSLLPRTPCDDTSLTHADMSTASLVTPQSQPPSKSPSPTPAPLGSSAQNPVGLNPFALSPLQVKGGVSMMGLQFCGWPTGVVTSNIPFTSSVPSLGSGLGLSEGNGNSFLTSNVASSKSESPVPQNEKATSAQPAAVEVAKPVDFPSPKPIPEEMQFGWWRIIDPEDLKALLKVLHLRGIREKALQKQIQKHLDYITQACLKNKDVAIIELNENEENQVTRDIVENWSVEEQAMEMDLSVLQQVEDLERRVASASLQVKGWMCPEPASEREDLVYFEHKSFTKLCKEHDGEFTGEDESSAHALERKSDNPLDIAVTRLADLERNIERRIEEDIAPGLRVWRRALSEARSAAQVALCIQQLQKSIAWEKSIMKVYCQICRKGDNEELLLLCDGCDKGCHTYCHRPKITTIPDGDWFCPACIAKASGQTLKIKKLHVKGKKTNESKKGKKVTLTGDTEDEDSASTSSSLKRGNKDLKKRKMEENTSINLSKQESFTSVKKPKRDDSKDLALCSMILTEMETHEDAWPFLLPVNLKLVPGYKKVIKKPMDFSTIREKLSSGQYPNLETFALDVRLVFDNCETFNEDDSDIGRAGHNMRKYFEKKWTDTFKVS
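Complex of BAZ2B and biotin-H3K14Ac (50 nM apiece) forms over 30 min at RT, then faces library compounds up to 110 uM for another 30 min; AlphaScreen beads added, 20 min dark incubation, luminescence read.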
PI4K2A inh – PI4K2A (human) kinase inhibition. 420,000 tested, 0.13% active. activity change, negative = inhibition, % at 76.9 µM. Q9BTU6. purified PI4K2A, ADP-Glo luminescence, 1 h; hits give low values; in the data active = activity change below about -50%; inconclusive = mostly about -30% to -49%;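 note: -100% = wells without enzyme as full effect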
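ADP-Glo luminescence measured ADP generated by PI4K2A enzyme (4 ug/mL before mixing) with 1.2 mM PI substrate (pre-mix) and 300 microM ATP (pre-mix). Tris pH7.5 buffer with MgCl2, Triton X-100; 1 h reaction at ambient temperature.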
G9a block – blocks human histone lysine methyltransferase G9a; Potency, µM (highest dose often 102 µM), for inactives: at the highest dose activity, negative = inhibition, usual class: inhibitors; Q96KQ7; G9a H3K9 monomethylation, AlphaScreen, 2 h; 350,000 tested, 8.8% active; AID 504332; note: potency is the fitted concentration of half-maximal effect; % is set by controls: 0 for no effect and ±100 for the full control effect; nearly all actives have a fitted effect of over 75% in size
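AlphaScreen detection with an anti-monomethyl H3K9 antibody quantified product after a 2 h room-temperature reaction containing 500 nM biotinylated H3K9 peptide, 20 µM SAM and 20 nM enzyme, which had been preincubated 15 min with compound.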
Pin1 inhibitor – human Pin1 inhibition; Q13526; Potency, µM (highest dose often 115 µM), for inactives: at the highest dose activity, negative = inhibition, usual class: inhibitors; 390,000 tested, 0.009% active; Pin1 FP peptide displacement, HiFluor488, 10 min; active = well fitted inhibition curve with a large enough effect in the polarisation, with a control signal flat, not every such curve was filed as active; inconclusive = small, poorly fitted or top-dose-only effect, or effect the other way, or a change in a side signal; inactive = no such curve, though single readings can be large or run the other way; the % refers to the polarisation; note: potency is the fitted concentration of half-maximal effect; % is set by controls: 0 for no effect and ±100 for the full control effect
Tb PGK inh – T. brucei PGK inhibition. P07378. Potency, µM (titrated, usually from 57.5 µM), for the others: top-dose activity change, negative = inhibition, actives largely listed as inhibitors. AID 602233. 380,000 tested, 0.043% active. PGK/GAPDH coupled, Kinase-Glo luminescence, 60 min; note: potency is the fitted concentration of half-maximal effect; % is set by controls: 0 for no effect and ±100 for the full control effect; nearly all actives have a fitted effect of over 60% in size
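Luminescent ATP detection (Kinase-Glo Plus) follows a 60-minute room-temperature incubation, with wells lacking PGK as controls. Buffer: 100 mM TEA (pH 7.6), 5 mM MgCl2, 0.01% Tween-20. Coupling enzyme GAPDH (100 nM final) supplies unstable 1,3-BPG in-well.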
ERG Ets-DNA blk – ERG Ets/DNA interaction inhibition | Potency, µM (series often up to 76.9 µM), inactives show at the top dose FP activity, negative = inhibition, hits mostly inhibitors | fluorescence polarization, His-ERG Ets domain / labelled DNA | 370,000 tested, 0.028% active | P11308; active = well fitted inhibition curve with a large enough effect in the polarisation, with a control signal flat; inconclusive = small, poorly fitted or top-dose-only effect, or effect the other way, or a change in a side signal; inactive = no such curve, though single readings can be large or run the other way; the % refers to the polarisation;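 note: polarization taken with two DNA probes labelled with fluorescein and Texas red; potency is the fitted concentration of half-maximal effect; % of control where 0% means no effect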
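His-tagged ERG Ets domain (1 uM in the protein solution; 300mM KCl, 50mM Tris-HCl, 1mM EDTA, 1mM DTT, pH 7.5) received compound, then a probe mix of 5 nM fluorescein-DNA and 100nM Texas-615-DNA. Fluorescence polarization was read for both dyes.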
JMJD2A Tudor inh – blocks the human JMJD2A Tudor domain; O75164; AlphaScreen JMJD2A-Tudor / H3K4me3 peptide binding; Potency, µM (doses to about 114 µM), inactives show at the top dose activity change, negative = inhibition, most hits filed as inhibitors; 390,000 tested, 4.4% active; note: potency is the fitted concentration of half-maximal effect; % is set by controls: 0 for no effect and ±100 for the full control effect; nearly all actives have a fitted effect of over 50% in size
HP1b chromo inh – HP1-beta chromodomain-methylated histone interaction inhibition; AID 540317; AlphaScreen HP1-beta / biotin-H3K9me3 peptide binding; Potency, µM (top dose mostly 114 µM), for inactives: at the highest dose activity change, negative = inhibition, actives largely listed as inhibitors; P83916; 390,000 tested, 0.56% active; note: potency is the fitted concentration of half-maximal effect; nearly all actives have a fitted effect of over 70% in size; inactives centre near 23
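AlphaScreen: HP1-beta (50 nM) preformed 30 min with biotin-H3(1-18)K9me3 peptide (50 nM) in PBS pH 7.4, 0.01% Tween-20. Compound added for 30 min at RT, then streptavidin donor/nickel chelate acceptor beads (10 ug/mL) for 30 min.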
Starred values were filed as active, the others as inactive; i = inactive; ? = inconclusive; · = no result given; [ ] = another dose, or the depositor's remark. Unless noted, calls come from the whole dose curve; as a rule, active = well fitted curve in the direction sought with a large enough effect; inconclusive = small, poorly fitted or top-dose-only effect, or another doubt; inactive = no such curve, though single readings can be large; an effect the other way counts as inactive or inconclusive.

entry	smiles	GLS inh	BAZ2B inh	PI4K2A inh	G9a block	Pin1 inhibitor	Tb PGK inh	ERG Ets-DNA blk	JMJD2A Tudor inh	HP1b chromo inh
1	CS(=O)(=O)N1CCN(c2ccc(NC(=O)COc3ccccc3[N+](=O)[O-])cc2)CC1	-10%	-22%	-2	20%[59 µM]	-3%	-4%	2%	-3%	19%
2	CCCCN1C(=O)c2ccc(C(=O)Nc3ccc(S(=O)(=O)N(C)C)cc3)cc2C1=O	-13%	-4%	-2	-7%[59 µM]	0%	i	-2%	-9%	37%
3	CCOC(=O)CC[C@H](NC(=O)Cn1cnc2c(OCc3ccccc3)ncnc21)C(=O)OCC	-1%	·	2	·	-4%	4%	1%	-2%	63%[activator]
4	Cc1cnc(C(=O)Nc2ccc(C)c(S(=O)(=O)N3CCCCC3)c2)cn1	20%	-10%	1	7%[12.7 µM]	-4%	1%	7%	-16%	18%
5	O=C(Nc1nnc(C2CCCCC2)s1)c1ccco1	1%	3%	-5	-9%[59 µM]	4%	-7%	6%	-18%	38%
6	CCOc1c(O)ccc(C2NC(=O)NC(C)=C2C(=O)OC)c1[N+](=O)[O-] (stereo unspecified)	1%	-4%	-25	?	?	i	16%	-18%	6%
7	COc1cc2nc(N(CCCN(C)C)C(=O)c3ccc(C(=O)c4ccccc4)cc3)sc2cc1OC	5%	?	-3	50µM*	0%	-10%	-3%	?	?
8	O=C(CCNC(=O)c1ccccc1Cl)Nc1cccc(S(=O)(=O)N2CCOCC2)c1	2%	-8%	2	-9%[12.7 µM]	4%	8%	-2%	-16%	14%
9	COc1ccc(CNC(=O)Cn2cc(C)c(=O)[nH]c2=O)cc1	0%	·	-2	·	7%	-7%	2%	-14%	31%
10	Cc1ccc(-c2nn3c(=O)cc(CN4CCN(C(=O)/C=C/c5ccccc5)CC4)nc3s2)cc1	3%	3%	-2	3%[59 µM]	-2%	1%	-4%	4%	23%[57 µM]
11	Cc1ccc(/C=N/NC(=O)C(NC(=O)c2ccccc2)c2n[nH]c(=O)c3ccccc23)cc1 (stereo unspecified)	-2%	?	1	-10%[2.33 µM]	10%	-15%	-2%	-19%	8%
12	COc1cccc(NS(=O)(=O)c2ccc3[nH]cc(C(=O)NC(C)c4ccccc4)c(=O)c3c2)c1 (stereo unspecified)	0%	·	-5	-51%[59 µM]	30%	-10%	-2%	?	-2%
13	CCC(C(=O)OCC(=O)c1c(N)n(CC(C)C)c(=O)n(C)c1=O)c1ccccc1 (stereo unspecified)	-1%	8%	4	-32%	10%	-6%	3%	-8%	33%
14	CCOC(=O)c1cccc(NC(=O)c2ccc3c(c2)OCO3)c1	-7%	-3%	-6	·	2%	-3%	12%	-5%	44%[activator]
15	Cc1cccc(C(=O)Nc2ccc3nc(SCCOc4ccccc4)sc3c2)c1	-5%	-1%	-1	5%[59 µM]	16%	4%	-7%	-9%	63%[activator]
16	CC1Cc2cc(/C(O)=C3/C(=O)C(=O)N(CCN4CCOCC4)C3c3ccc(C(C)C)cc3)ccc2O1 (stereo unspecified)	-4%	-9%	10	?	-2%	-9%	-5%	-16%	46%[activator]
17	CC(C)CCNC(=O)c1cccc(C(=O)NCCC(C)C)c1	25%	-3%	8	24%	?	-2%	1%	-19%[11.4 µM]	-16%
18	CCOc1ccccc1N1CCN(C(=O)c2csc(C)c2CC)CC1	-1%	-21%	0	-10%	-4%	16%	-2%	-14%	28%
19	COc1cccc(C(=O)Nc2ccc(S(=O)(=O)N(Cc3ccccc3)c3ccccc3)cc2)c1	0%	-11%	-1	10%[59 µM]	18%	1%	3%	-19%	37%
20	COc1ccc(/C=N/NC(=S)Nc2ccccc2)cc1COc1ccc(F)cc1	5%	-8%	1	10%[59 µM]	-14%	2%	12%	-13%	32%
21	Cc1ccc(CN2CCc3nc(N4CCN(C)CC4)ncc3C2)s1	11%	?	-3	?	3%	-1%	2%	?	31%
22	O=S(=O)(NCc1ccccn1)c1cccc2nsnc12	-6%	?	-16	20µM*	4%	-4%	-11%	?	27%
23	O=S(=O)(NCc1nc2ccccc2[nH]1)c1ccccc1	1%	?	4	7%	-3%	-8%	0%	-26%	31%
24	CC(Oc1ccccc1F)c1ccnc2nc(/N=C/N(C)C)nn12 (stereo unspecified)	-3%	-9%	-1	4%	-1%	-7%	-2%	-18%[57.1 µM]	-10%
25	Cc1ccc(S(=O)(=O)N(C)CC(=O)NNC(=O)CCC(=O)c2ccc(F)cc2)cc1	-4%	·	5	·	-2%	-4%	-3%	-10%	29%

Shown with each value named: 2 of the compounds above.
3: CCOC(=O)CC[C@H](NC(=O)Cn1cnc2c(OCc3ccccc3)ncnc21)C(=O)OCC
  GLS inh = -1%
  BAZ2B inh = ·
  PI4K2A inh = 2
  G9a block = ·
  Pin1 inhibitor = -4%
  Tb PGK inh = 4%
  ERG Ets-DNA blk = 1%
  JMJD2A Tudor inh = -2%
  HP1b chromo inh = 63%[activator]
4: Cc1cnc(C(=O)Nc2ccc(C)c(S(=O)(=O)N3CCCCC3)c2)cn1
  GLS inh = 20%
  BAZ2B inh = -10%
  PI4K2A inh = 1
  G9a block = 7%[12.7 µM]
  Pin1 inhibitor = -4%
  Tb PGK inh = 1%
  ERG Ets-DNA blk = 7%
  JMJD2A Tudor inh = -16%
  HP1b chromo inh = 18%

The list continues.
entry	smiles	GLS inh	BAZ2B inh	PI4K2A inh	G9a block	Pin1 inhibitor	Tb PGK inh	ERG Ets-DNA blk	JMJD2A Tudor inh	HP1b chromo inh
26	O=S(=O)(c1ccccc1)N(F)S(=O)(=O)c1ccccc1	2%	-30%	-3	-9%[2.33 µM]	-1%	1%	0%	?	51%[activator]
27	O=C(CSc1nnc(-c2ccncc2)o1)NC1C2CC3CC(C2)CC1C3 (stereo unspecified)	-2%	11%	3	10%[59 µM]	-2%	-2%	-4%	-3%	27%
28	CC(C)=CCC/C(C)=C/CNC(=O)C[C@H]1C[C@H](C(=O)N2CCCCC2)[C@@]2(C)c3[nH]c4cc(CCC(=O)N(C)C)ccc4c3CCN2C1=O	-1%	·	-2	·	-4%	-5%	2%	?	9%
29	CCOc1ccccc1N(CC)C(=O)Cn1ncc2c(=O)oc3ccccc3c21	-6%	-4%	0	11%[59 µM]	-9%	-5%	-9%	-6%	35%
30	COc1ccc(-c2nc3scc(CCNS(=O)(=O)c4ccc(Oc5ccccc5)cc4)n3n2)cc1	-4%	-17%	1	9%[59 µM]	-1%	-2%	3%	-19%	-6%
31	CC(=O)Nc1ccc2nc(C3CCCCC3)[nH]c2c1	-14%	?	2	22%	4%	-7%	-12%	-14%	65%[activator]
32	COc1ccc(C(=O)Nc2c(N)nc(SCC(=O)NCC3CCCO3)[nH]c2=O)cc1OC (stereo unspecified)	14%	-2%	2	3%	-2%	2%	11%	-5%	37%
33	CCC(COC(=O)Nc1cccc(C)c1)NC(=O)OCC(C)C (stereo unspecified)	2%	15%	1	-27%[59 µM]	6%	-4%	-8%	-11%	20%
34	CCOC(=O)c1c(NS(=O)(=O)c2ccc(Br)cc2)sc2c1CCC2	-29%	·	-16	·	?	-2%	6%	79µM*	-16%
35	Cc1nn(Cc2ccccc2)c(C)c1NC(=O)c1cc(-c2cccs2)on1	-1%	-20%	2	-9%[59 µM]	0%	2%	-3%	-15%	20%
36	CCOc1ccc(S(=O)(=O)Nc2ccc(C(=O)NNC(=O)c3ccncc3)cc2)cc1	-5%	2%	-2	-9%	4%	i	-2%	-10%	34%
37	CCCCn1c(Cc2ccccc2)nnc1SCC(=O)N1CCOCC1	1%	-3%	0	?	?	11%	-4%	-15%[57.1 µM]	59%[activator]
38	CCc1nnc(NC(=O)c2cc3c(s2)CCCCC3)s1	-1%	·	0	·	1%	-9%	-1%	-7%	27%
39	Cc1nc(CN(C)C(=O)CC2C(=O)NCCN2Cc2ccc(F)cc2)cs1 (stereo unspecified)	5%	-14%	3	45µM*	-18%	6%	-5%	-15%	22%
40	O=C(c1ccc(CS(=O)Cc2ccccc2Cl)o1)N1CCN(C2CCCCC2)CC1 (stereo unspecified)	6%	-4%	2	-9%	-4%	1%	-8%	-8%	31%
41	C=C[C@H](CC(C)C)N(Cc1ccccc1)S(=O)(=O)N(Cc1ccc(OC)cc1)[C@H](C=C)CC(C)C	5%	0%	-2	22%[2.33 µM]	-8%	-4%	18%	26%	59%[activator]
42	Cc1ccccc1C[n+]1cccc2ccccc21	-1%	2%	-1	-10%[2.33 µM]	4%	1%	10%	-8%	33%
43	C#CCOCCOCCOCCNc1nc(N2CCN(C(=O)[C@H]([C@@H](C)CC)n3cc([C@@H](N)Cc4ccc(O)cc4)nn3)CC2)nc(N2CCN(C(=O)[C@H](Cc3cc4ccccc4[nH]3)n3cc([C@@H](N)CC(C)C)nn3)CC2)n1	-6%	56µM*	-6	-38%[2.33 µM]	?	1%	-3%	40µM*	-7%
44	Cc1cc(NC(=O)COC(=O)c2ccc(S(=O)(=O)C(F)F)cc2)n(-c2ccccc2)n1	0%	2%	0	-29%	-3%	5%	6%	-10%	35%
45	CC(C)C(NS(=O)(=O)c1ccc2c(c1)C(C)(C)C(=O)N2C)C(=O)NCc1ccccc1Cl (stereo unspecified)	?	7%	-3	-6%	-5%	i	9%	-16%	22%
